Assay outcomes: PubChem BioAssay, National Center for Advancing Translational Sciences (NCATS)
GAA inhib: alpha-glucosidase (human) inhibition; purified human GAA, 4-MU-alpha-glucoside fluorescence; Potency, µM (series often up to 76.9 µM), inactives show top-dose activity change, negative = inhibition, most hits filed as inhibitors; hit rate 0.005% among 200,000; AID 1466;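 also: plate controls were uninhibited enzyme wells for no effect and no-enzyme background for full effect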
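Compounds are titrated up to 77 uM against 4 nM human enzyme. Substrate 4-methylumbelliferyl-alpha-D-pyranoside (400 uM) reacts 20 min at room temperature in pH 5.0 buffer; liberated 4-methylumbelliferone is read at 440 nm.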
Tau fibril FP: inhibitors of human tau fibril formation. P10636. K18 P301L tau heparin fibrillization, Alexa594 FP, 6 h. Potency, µM (highest dose often 57.7 µM), for inactives: at the top dose activity, negative = inhibition, hits mostly inhibitors. hit rate 0.39% among 280,000. AID 1468; also: % is scaled to controls: 0 for no effect and ±100 for the full control effect; nearly all actives have a fitted effect of over 55% in size
Target sequence (P10636 561-689 P618L limits assumed): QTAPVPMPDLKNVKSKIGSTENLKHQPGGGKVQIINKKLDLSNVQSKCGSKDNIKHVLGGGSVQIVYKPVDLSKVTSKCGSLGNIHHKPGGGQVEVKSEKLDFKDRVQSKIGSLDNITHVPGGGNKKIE
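Human K18 P301L fragment (15 uM unlabeled plus 0.24 uM Alexa 594-labeled) in 100 mM sodium acetate pH 7 with compound, aggregation induced by 20 uM heparin for 6 hr at 37 C. ThT (30 uM) added for 1 hr, then Alexa 594 FP read.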
GAA glycogen: GAA glycogen-cleavage inhibition or activation; P10253; recombinant GAA, glycogen substrate, Amplex Red glucose oxidase fluorescence; Potency, µM (highest dose often 76.4 µM), for inactives: at the top dose activity change, negative = inhibition, most hits filed as inhibitors; hit rate 0.38% among 300,000;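 also: 0% = full enzyme reaction and -100% = no-enzyme basal signal; the screen sought inhibitors and activators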
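Recombinant human enzyme (4 nM); glycogen substrate; 37 C, 40 min, pH 5.0. Readout: coupled glucose oxidase/Amplex Red fluorescence.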
Tau ThT inhib: inhibitors of human tau fibril formation, thioflavin T binding; Potency, µM (highest dose often 57.4 µM), for the others: at the top dose activity, negative = inhibition, actives largely listed as inhibitors; recombinant tau K18 P301L, heparin-induced fibrillization, ThT fluorescence; hit rate 2.1% among 270,000; P10636; also: % is scaled to controls: 0 for no effect and ±100 for the full control effect; nearly all actives have a fitted effect of over 55% in size
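Recombinant human tau K18 fragment […] carrying P301L, 15 uM unlabeled plus 0.24 uM Alexa 594-labeled, was fibrillized with 20 uM heparin in 100 mM sodium acetate pH 7 for 6 hr at 37 C; 30 uM ThT fluorescence read after 1 hr.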
HTT cytoprotect: protects HTT-Q103 PC12 cells, measured by ATP; PC12 HTT-Q103 induced, cytoprotection, ATP luminescence, 40 h; AID 1471; Potency, µM (series often up to 56.4 µM), for inactives: cytoprotection (ATP increase), most hits filed as activators; hit rate 0.14% among 230,000;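 also: % of control where 0% means no effect; nearly all actives have a fitted effect of over 45% in size; toxic huntingtin expression switched on by the ecdysone agonist tebufenozide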
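Rat PC12, Q103 Htt exon1-GFP fusion, ecdysone promoter; tebufenozide inducer 100 nM final; compound titration; qHTS, 1500 cells/well; ATPlite luminescent read.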
GLA spleen mod: inhibits or activates alpha-galactosidase in human spleen homogenate; P06280; human spleen homogenate, 4MU-alpha-Gal fluorescence, 40 min; Potency, µM (titrated, usually from 80 µM), for the others: at the highest dose activity change, negative = inhibition, hits mostly inhibitors; hit rate 0.008% among 240,000; AID 2107;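 also: 0% = enzyme with vehicle and -100% = no enzyme basal signal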
Target sequence (P06280 32-429 limits assumed): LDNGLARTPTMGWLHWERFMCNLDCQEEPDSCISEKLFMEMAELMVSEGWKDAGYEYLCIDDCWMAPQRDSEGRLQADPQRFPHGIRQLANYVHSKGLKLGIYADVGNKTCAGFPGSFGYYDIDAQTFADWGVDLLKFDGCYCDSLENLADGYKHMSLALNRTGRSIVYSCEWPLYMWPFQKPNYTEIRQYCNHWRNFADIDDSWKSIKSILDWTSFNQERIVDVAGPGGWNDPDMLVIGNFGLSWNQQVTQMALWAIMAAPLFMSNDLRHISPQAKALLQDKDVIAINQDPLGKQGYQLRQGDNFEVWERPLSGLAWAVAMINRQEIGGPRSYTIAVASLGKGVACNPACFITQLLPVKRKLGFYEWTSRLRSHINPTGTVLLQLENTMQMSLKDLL
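qHTS titration in buffer at pH 5.0. Alpha-galactosidase activity in spleen homogenate was measured via 4-methylumbelliferone release from 1 mM fluorogenic substrate after 40 min at 37C and a pH 10 stop. AC50 came from Hill fits of control-normalized data.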
Tau fluor cs: counter-screen for tau fibril formation inhibitors | tau K18 P301L Alexa594 fluorescence, heparin fibrillization | Potency, µM (doses to about 57.7 µM), for inactives: at the highest dose activity change, negative = decrease | hit rate 0.93% among 280,000 | AID 1463; also: % is scaled to controls: 0 for no effect and ±100 for the full control effect; nearly all actives have a fitted effect of over 55% in size
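Human tau K18 P301L (15 uM unlabeled, 0.24 uM Alexa 594-labeled) in 100 mM sodium acetate pH 7 with 20 uM heparin, 6 hr at 37 C. ThT 30 uM added, 1 hr ambient; Alexa 594 FP and total fluorescence read at 555/632 nm.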
aGlu spleen mod: inhibitors or activators of human alpha-glucosidase in spleen homogenate | P10253 | human spleen homogenate, 4-MU-alpha-glucoside fluorescence | Potency, µM (doses to about 79.9 µM), for inactives: at the highest dose activity change, negative = inhibition, most hits filed as inhibitors | hit rate 0.006% among 240,000;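 also: 0% = enzyme with vehicle and -100% = no enzyme basal signal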
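Human spleen homogenate (1 ug) with 4-methylumbelliferyl-alpha-D-glucopyranoside (1 mM final) in 50 mM citrate/phosphate pH 5.0, 0.01% Tween-20; 40 min at 37 C. Stopped at pH 10; 4-MU fluorescence Ex 365/Em 440 nm; AC50 by Hill fit.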
An asterisk follows results filed as active; ? = inconclusive; . = no result given; & = joins results of further samples; [ ] = remark or other dose. Calls follow the shape of the dose curve; as a rule, active = well fitted curve in the direction sought with a large enough effect; inconclusive = small, poorly fitted or top-dose-only effect, or another doubt; inactive = no such curve, though single readings can be large; an effect the other way counts as inactive or inconclusive. Potency is read from the fitted curve at half-maximal effect.

nr	Structure	GAA inhib	Tau fibril FP	GAA glycogen	Tau ThT inhib	HTT cytoprotect	GLA spleen mod	Tau fluor cs	aGlu spleen mod
1	CCOC(=O)c1cnn(-c2ccccc2)c1NC(=O)CSc1nnc(-c2cccs2)n1CC	8%	-3%	-15%	-17%	1%[10 µM]	2%	-13%	0%
2	Cc1ccc(C)c(N(C(=O)c2snc(C(N)=O)c2N)C(C(=O)NCC2CCCO2)c2cccs2)c1 (stereo unspecified)	14%	9%	11%	2%	-10%	8%	3%	-14%
3	Cc1ccc2[nH]c(O)c(N=NC(=O)CCc3ccccc3)c2c1Br	-10%	?	-5%	?	.	0%	?	-14%
4	O=C(Nc1ccccn1)c1ccc(S(=O)(=O)c2ccc(Cl)cc2)cc1	11%	5%	14%	-3%	17%[10 µM]	-12%	-14%	-9%
5	COc1ccc(CSc2nnc(CNS(C)(=O)=O)o2)cc1	-10%	0%	3%	-10%	16%	11%	-5%	-1%
6	CC1C(=O)CCN(C(C)(C)C)C1C (stereo unspecified)	-15%	?	8%	-4%	-14%	-2%	-7%	-3%
7	CCOC(=O)C1CCN(C(=O)CSc2ccc(Br)cc2)CC1	6%	9%	0%	-11%	-32%	-9%	-6%	-3%
8	Cc1ccc2c(c1)N(CCC(=O)NCC1CCCO1)C(=O)CO2 (stereo unspecified)	0%	-16%	-1%	4%	-4%	17%	-1%	-3%
9	COc1ccccc1OCCNC(=O)c1cc(F)c(F)cc1Cl	-11%	0%	9%	1%	-2%[10 µM]	21%	3%	-5%
10	CCC(CNc1cc(OC)cc2cccnc12)NC1CCCCC1 (stereo unspecified)	-5%	1%	-3%	?	-66%[inhibitor][10 µM]	-3%	-25%	1%

Arranged by value in GAA inhib (rising): some entries from above
| cpd | canonical_smiles | GAA inhib | Tau fibril FP | GAA glycogen | Tau ThT inhib | aGlu spleen mod |
| --- | --- | --- | --- | --- | --- | --- |
| 9 | COc1ccccc1OCCNC(=O)c1cc(F)c(F)cc1Cl | -11% | 0% | 9% | 1% | -5% |
| 3 | Cc1ccc2[nH]c(O)c(N=NC(=O)CCc3ccccc3)c2c1Br | -10% | ? | -5% | ? | -14% |
| 2 | Cc1ccc(C)c(N(C(=O)c2snc(C(N)=O)c2N)C(C(=O)NCC2CCCO2)c2cccs2)c1 (stereo unspecified) | 14% | 9% | 11% | 2% | -14% |

The results go on.
nr	Structure	GAA inhib	Tau fibril FP	GAA glycogen	Tau ThT inhib	HTT cytoprotect	GLA spleen mod	Tau fluor cs	aGlu spleen mod
11	C/C(=N/NC(=O)c1cc(C2CC2)[nH]n1)c1cccs1	3%	-13%	9%	?	-30%[10 µM]	3%	-15%	-1%
12	C=CCc1cccc2cc(C(=O)NCc3cccnc3)c(=O)oc12	-5%	4%	3%	-20%	3%[1.9 µM]	5%	-8%	2%
13	Cn1nc(C(F)(F)F)c(-c2ccc(Br)cc2)c1NC(=O)C1CCC1C(=O)O (stereo unspecified)	.	-4%	4%	.	-3%[10 µM]	0%	-10%	-2%
14	Cc1ccc(Cl)c(NC(=O)COC(=O)CNS(=O)(=O)/C=C/c2ccccc2)c1Cl	6%	-16%	-1%	-14%	-6%[10 µM]	-6%	-20%	-1%
15	CC#CCN1c2ccccc2[C@]23C[C@@H](C(=O)OC)N(S(=O)(=O)c4ccc(Br)cc4)C2=NC(C(=O)OC)=C(C(=O)OC)[C@H]13	.	-2%[11.6 µM]	.	-16%[11.5 µM]	-7%[10 µM]	-5%[17.5 µM]	-24%[11.6 µM]	-7%[17.4 µM]
16	Clc1ccc(/C=N/Nc2nc(Cl)nc3ccccc23)cc1	-5%	8%	7%	?	-47%[inhibitor]	-12%	?	7%
17	c1ccc2oc(NC3=NCN(C4CCCCC4)CN3)nc2c1	.	-4%	6%	0%	6%[10 µM]	-3%	-6%	-3%
18	COc1ccc(-c2c(C)nn3c(N4CCN(c5ccccc5F)CC4)cc(C)nc23)cc1OC	.	7%	12%[76.3 µM]	-13%	.	.	-11%	.
19	CCOC(=O)/C(=N\Nc1ccccc1Cl)N(C)C1CCS(=O)(=O)C1 (stereo unspecified)	-4%	-7%	?	-1%	-25%	-3%	-8%	-3%
20	C=CCNC(=S)NCc1ccccc1OC	5%	-2%	5%	5%	-2%	-14%	8%	-10%

Limited to HTT cytoprotect (2 entries from above):
item	structure	HTT cytoprotect
12	C=CCc1cccc2cc(C(=O)NCc3cccnc3)c(=O)oc12	3%[1.9 µM]
13	Cn1nc(C(F)(F)F)c(-c2ccc(Br)cc2)c1NC(=O)C1CCC1C(=O)O (stereo unspecified)	-3%[10 µM]

Other entries:
nr	Structure	GAA inhib	Tau fibril FP	GAA glycogen	Tau ThT inhib	HTT cytoprotect	GLA spleen mod	Tau fluor cs	aGlu spleen mod
21	C/C(CC1CC(C)(C)OC1=O)=N\NC(N)=S (stereo unspecified)	.	-3%	-1%	-4%	34%[10 µM]	-6%	-3%	1%
22	O=C(CN1N=C(c2ccccc2)CCC1=O)NCc1cccs1	2%	7%	22%	2%	.	-4%	0%	-7%
23	CC(=O)C1=C(O)C(=O)N(c2ccc(S(=O)(=O)Nc3nccs3)cc2)C1c1ccc(F)cc1 (stereo unspecified)	.	-9%	-2%	-14%	14%[10 µM]	0%	-14%	1%
24	O=c1c2c3nc4ccccc4nc3n(/N=C/c3cccs3)c2ncn1-c1ccccc1	4%	4%	3%	?	-8%[0.074 µM]	-19%	-10%	?
25	CCc1ccccc1NC(=O)c1cc2sccc2n1C	-24%	2%	3%	-10%	-26%	-5%	-17%	3%
26	COc1ccccc1CNC(=O)N/C=C/c1ccc(Cl)cc1	6%	0%	2%	-15%	-14%	-17%	-16%	-4%
27	COc1cccc(NC(=O)CN(C)CC(=O)NC(C)c2ccccc2)c1 (stereo unspecified)	-3%	-4%	3%	5%	0%[10 µM]	2%	3%	2%
28	COc1ccc(N(CC(=O)NCCc2ccccc2)S(=O)(=O)c2c(C)nn(C)c2C)cc1	.	0%	-6%[76.3 µM]	4%	.	.	-3%	.
29	Cc1ccccc1-n1c(SCC(=O)N2CCC(C(=O)O)CC2)nnc1-c1ccncc1	-3%	11%	10%	7%	.	0%	3%	0%
30	COc1ccc(NC(=O)CSc2nnc(-c3ccccn3)n2N)c(OC)c1	0%	4%	5%	-10%	-3%[0.074 µM]	?	2%	-9%
31	COc1ccc(NC(=O)COC(=O)CC23CC4CC(CC(C4)C2)C3)c([N+](=O)[O-])c1	-3%	?	-1%	-11%	11%[10 µM]	0%	?	-5%
32	Cc1ccc(-c2nnn(CC(=O)NCC3CC3)n2)o1	-2%	-3%	-4%	-2%	18%	5%	0%	4%
33	CNS(=O)(=O)c1ccc(OC)c(-c2nnc3c4ccccc4c(C)nn23)c1	2%	-14%&-2%	13%[76.3 µM]	-1%&-16%	-73%[inhibitor]	-1%	-7%&-11%	-11%
34	CC(O)Cc1nsc(NC(=O)c2ccc(Br)o2)n1 (stereo unspecified)	2%	4%	2%	9%	2%	-5%	10%	-8%
35	COCCNS(=O)(=O)c1cc(-c2nn(C)c(=O)c3ccccc23)ccc1C	-1%	-2%	14%	-4%	1%	-2%	-1%	1%
36	O=C(O)CCC(=O)N1CCN(c2ncccn2)CC1	.	2%	-6%	-7%	15%[10 µM]	7%	-8%	3%
37	Cn1c(C(=O)O)c(CC(=O)NCC2COc3ccccc3O2)c2ccccc21 (stereo unspecified)	-8%	-4%	3%	-6%	14%	4%	-2%	-3%
38	CC(NCc1ccc2c(c1)n(C)c(=O)n2C)c1ccccc1 (stereo unspecified)	.	-3%	5%[76.3 µM]	4%	.	.	-1%	.
39	O=C(CSCc1ccccc1Cl)NN=C1CCCCCC1	-10%	0%	1%	-22%	0%[10 µM]	1%	-12%	-4%
40	O=C1CC(N2CCC(c3nc4ccccc4[nH]3)CC2)C(=O)N1c1cccc(F)c1 (stereo unspecified)	2%	1%	4%	-12%	.	1%	-8%	4%
41	CCOc1ccccc1NS(=O)(=O)c1ccc2c(c1)n(C)c(=O)c(=O)n2C	3%	1%	-1%	-10%	.	-3%	-9%	2%
42	CCOC(=O)/C=C1\SCC(=O)N1CC(=O)Nc1ccc(OC)c(OC)c1	-14%	12%	-11%	-12%	35%	-2%	-13%	-5%
43	Cc1cc(=O)n2c(n1)OC(CO)C2 (stereo unspecified)	0%	-3%	9%	0%	8%	3%	4%	6%
44	C/C(=N/NC(=O)c1ccc2c(c1)OCO2)c1ccc(Br)s1	-2%	-2%	7%	-12%	-46%[inhibitor]	1%	1%	2%
45	N/C(=N\OC(=O)COc1ccc([N+](=O)[O-])cc1)c1ccc(Br)cc1	-2%	-8%	7%	?	-17%	3%	-21%	-5%
46	C=CCn1c(SCC(=O)c2c(N)n(C)c(=O)n(C)c2=O)nc2sc(C)c(C)c2c1=O	0%	-2%	17%	11%	5%	0%	2%	5%
47	CCOC(=O)C1CCN(c2nnc(N3CCCC3=O)s2)CC1	-6%	1%	6%	-9%	8%	7%	4%	-1%
48	CCOC(=O)c1c(/N=C/N(C)C)sc(C)c1C	-3%	-4%	1%	-7%	12%[10 µM]	0%	-2%	0%
49	CCCCS(=O)(=O)c1nc(-c2ccc(Br)cc2)cc(-c2ccccc2)c1C#N	.	-18%	-1%[76.3 µM]	-13%	.	.	-17%	.
50	CCc1ccccc1NC(=O)CSc1nnc([C@@H]2CCCN2C(=O)OC(C)(C)C)o1	-2%	-10%	0%	-4%	-5%[0.074 µM]	?	-7%	-8%
51	CCOC(=O)Cc1csc(NC(=O)COc2ccccc2OC)n1	-10%	0%	7%	0%	-2%	5%	-2%	-15%
52	Nc1nc(-c2cccnc2)nn1C(=O)Cc1ccccc1	-3%	-2%	8%	-9%	8%[0.074 µM]	4%	-1%	-1%
53	Cc1cccc(N2CCN(Cc3nc(-c4cccc(Oc5ccccc5)c4)oc3C)CC2)n1	?	12%	-8%	?	41%[10 µM]	0%	-11%	0%
